High-throughput results (PubChem BioAssay)
VLA-4 antagonist: inhibitors of LDV-FITC binding to Mn2+-activated VLA-4, primary screen, Jurkat cells. LDV-FITC binding with Mn2+, flow cytometry; 100% = Mn2+-driven binding gain fully reversed. inhibition, % at 10 µM (by protocol). hit rate 0.2% among 24,000;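 active = inhibition above 50%; inconclusive = compound itself fluorescent, judged against control cell fluorescence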;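 also: 0% = Mn2+ stimulated cells lacking compound and 100% = ligand binding without Mn2+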
Target sequence (P13612 whole entry, looked up): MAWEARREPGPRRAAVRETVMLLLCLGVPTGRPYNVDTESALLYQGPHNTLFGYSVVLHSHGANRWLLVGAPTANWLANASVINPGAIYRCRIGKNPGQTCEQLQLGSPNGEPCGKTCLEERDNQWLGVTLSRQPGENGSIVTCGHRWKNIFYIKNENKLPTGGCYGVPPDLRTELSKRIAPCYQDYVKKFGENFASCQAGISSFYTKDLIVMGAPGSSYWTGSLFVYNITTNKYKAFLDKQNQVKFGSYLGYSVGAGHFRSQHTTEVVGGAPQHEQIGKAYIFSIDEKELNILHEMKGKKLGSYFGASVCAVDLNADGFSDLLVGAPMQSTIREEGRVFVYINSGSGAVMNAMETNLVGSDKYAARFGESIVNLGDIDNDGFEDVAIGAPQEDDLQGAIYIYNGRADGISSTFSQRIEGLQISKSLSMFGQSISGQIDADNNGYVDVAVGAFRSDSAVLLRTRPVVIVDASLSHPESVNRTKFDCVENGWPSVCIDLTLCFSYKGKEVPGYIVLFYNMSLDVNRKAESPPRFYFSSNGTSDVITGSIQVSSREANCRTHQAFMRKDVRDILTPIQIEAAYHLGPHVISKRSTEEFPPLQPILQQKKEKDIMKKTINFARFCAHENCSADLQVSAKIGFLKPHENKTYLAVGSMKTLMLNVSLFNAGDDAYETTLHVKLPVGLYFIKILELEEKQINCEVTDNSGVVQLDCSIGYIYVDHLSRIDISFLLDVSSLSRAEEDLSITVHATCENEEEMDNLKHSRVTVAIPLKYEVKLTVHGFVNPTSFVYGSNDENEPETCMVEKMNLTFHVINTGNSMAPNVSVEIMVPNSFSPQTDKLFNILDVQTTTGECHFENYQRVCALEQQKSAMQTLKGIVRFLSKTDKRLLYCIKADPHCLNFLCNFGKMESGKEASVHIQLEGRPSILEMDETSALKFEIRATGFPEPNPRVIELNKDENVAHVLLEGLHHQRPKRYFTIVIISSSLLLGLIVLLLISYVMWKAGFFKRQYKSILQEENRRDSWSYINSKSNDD
VLA-4 allo ag: enhancers of LDV-FITC binding to VLA-4 integrin, primary screen, Jurkat cells, flow cytometry. Integrin alpha-4 (Homo sapiens), P13612. activation, % at 10 µM (by protocol). 24,000 tested, under 10 active;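 active = fluorescent ligand binding to cells raised by more than 40% of the manganese-induced maximum; inconclusive = compound's own fluorescence above 85% of the ligand control signal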;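 also: 0% = ligand binding without compound and 100% = manganese-stimulated maximal binding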
LNCaP diff act: activators of LNCaP prostate cell differentiation, primary screen, flow cytometry side scatter; 4 d; side scatter shift, % at 10 µM; hit rate 0.56% among 24,000;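 active = side scatter shift above 30%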;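 also: androgen-responsive LNCaP prostate cancer cells in charcoal-stripped serum medium; percent of cells past a gate set so DMSO wells show 10% shift; higher shift means more granular cells and more differentiation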
Autofluor Jurkat: compound autofluorescence on Jurkat cells, primary screen, artefact control for VLA-4 allosteric ligand project, cell-based, flow cytometry; active compounds read high; 1 = vehicle-only cell background; fluorescence ratio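 (tested at 10 µM compound in the well)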; hit rate 0.61% among 24,000;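 active = fluorescence ratio above 2.44, which is 1 plus 3 SD of all ratios; inconclusive = signal too bright to measure linearly, ratio around 10 or more; inactive = fluorescence ratio below 2.44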;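 also: green fluorescence of cells measured with 488 nm excitation and 530 nm emission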
Numbers without * were called inactive; ? = inconclusive.

SMILES	VLA-4 antagonist	VLA-4 allo ag	LNCaP diff act	Autofluor Jurkat
O=C(CN1CCN(CC(=O)Nc2ccc3c(c2)OCO3)CC1)Nc1ccc(F)cc1	14	4	5	0.97
Cc1c(C(=O)O)sc2nc3n(c(=O)c12)CCC(C)CC3 (centres undefined)	-23	2	3	1.1
O=C(COc1ccc(S(=O)(=O)NC2CCCCC2)cc1Cl)NCC1CCCO1 (centres undefined)	-12	0	4	1.1
Cc1cc(/C=N/n2cnnc2)c(C)n1-c1ccc(Cl)cc1Cl	-26	17	4	1.1
O=C1C2CC=CCC2C(=O)N1c1ccc(Cc2ccncc2)cc1 (centres undefined)	-8	-24	2	1.4
O=c1ccnc(S/C=C/c2ccccc2)[nH]1	?	0	9	1.2
CCOC(=O)c1sc2ncn(CC(=O)NCC3CCCO3)c(=O)c2c1C (centres undefined)	-2	-1	15	1
CN1C(=O)CSc2ccc(NC(=O)N3CCC(N4CCCCC4)CC3)cc21	?	?	18	1.4
CCS(=O)(=O)CCn1c([N+](=O)[O-])cnc1C	-10	5	3	1.1
CCc1nc(SCC(=O)NCc2ccco2)c2c3c(sc2n1)CCCC3	-19	8	6	0.97
Cc1c(C(=O)O)oc2ccc(S(=O)(=O)N3CC(C)CC(C)C3)cc12 (centres undefined)	-27	-8	17	1.1
CC(C)Cc1nc(N2CCN(C(=O)c3ccco3)CC2)c(C#N)c2c1CCC2	-14	-2	8	1.1
COCCn1c(=O)[nH]c2cc(C(=O)NC(C)C)ccc2c1=O	-9	0	1	1
Cc1nc2sc(C(c3ccc(Br)cc3)N3CC(C)OC(C)C3)c(O)n2n1 (centres undefined)	-21	-11	1	1.2
COc1ccccc1CNC(=O)CCCN1C(=O)COc2ccc(C)cc21	-25	-11	8	1
Cc1ccc(-c2nnc(-c3ccc(Br)cc3)o2)o1	-10	-2	5	1
CCSc1nnc2c(n1)OC1(CCCC1)Nc1ccccc1-2	-4	1	6	1.2
Cc1noc(C)c1S(=O)(=O)NCCc1ccc(S(N)(=O)=O)cc1	-7	3	12	1.1
CCN(C(=O)c1cnc(N2CCN(c3ncccn3)CC2)c2ccccc12)c1cccc(Cl)c1	30	-16	12	1.1
COc1ccc(-n2c(Cc3cccn3C)nnc2SCC(=O)Nc2ccccc2)cc1	0	-4	2	0.99
CC(C)OCCCNC(=O)C1CCN(S(=O)(=O)N2CCCCC2)CC1	7	3	1	1
Cc1ccccc1-n1c(Cn2c(=O)sc3ccccc32)nnc1SCC(N)=O	-11	4	7	0.99
CCOC(=O)c1cccc2c1-c1ccccc1/C2=N/O	-1	1	3	1.1
O=C(CSc1nnc(Cn2nnc(-c3ccccc3)n2)n1-c1ccccc1)Nc1ccc(F)cc1	-19	-5	8	1.1
CC(=O)NCC(=O)NC1(C(=O)NC2CCCC2)CCCCC1	-12	4	1	1
NC(=O)c1cc(-c2ccccc2)nc(N2CCOCC2)n1	10	-6	14	1.1
CCC(C)NC(=O)C1CCC(=O)N1Cc1ccc(C)cc1 (centres undefined)	-17	4	3	0.99
CCOC(=O)C1=C(C)Nc2nc(SCC)[nH]c(=O)c2C1c1ccncc1 (centres undefined)	-36	7	5	0.95
Cc1ccc(Oc2ccc(-c3nc(N)nc(N)n3)cc2)cc1	9	-3	9	1
CCOC(=O)c1c(C)c(C(=O)NCc2cccnc2)c(C)n1CC	-24	0	1	1

4 of these compounds, reformatted:
> NC(=O)c1cc(-c2ccccc2)nc(N2CCOCC2)n1
  VLA-4 antagonist = 10; VLA-4 allo ag = -6; LNCaP diff act = 14; Autofluor Jurkat = 1.1

> CCC(C)NC(=O)C1CCC(=O)N1Cc1ccc(C)cc1 (centres undefined)
  VLA-4 antagonist = -17; VLA-4 allo ag = 4; LNCaP diff act = 3; Autofluor Jurkat = 0.99

> CCOC(=O)C1=C(C)Nc2nc(SCC)[nH]c(=O)c2C1c1ccncc1 (centres undefined)
  VLA-4 antagonist = -36; VLA-4 allo ag = 7; LNCaP diff act = 5; Autofluor Jurkat = 0.95

> Cc1ccc(Oc2ccc(-c3nc(N)nc(N)n3)cc2)cc1
  VLA-4 antagonist = 9; VLA-4 allo ag = -3; LNCaP diff act = 9; Autofluor Jurkat = 1

More entries:
SMILES	VLA-4 antagonist	VLA-4 allo ag	LNCaP diff act	Autofluor Jurkat
CCC(=O)Nc1ccc(NC(=O)c2ccccn2)cn1	?	?	11	1
CCOC(=O)c1oc2ccccc2c1NC(=O)c1ccc2c(c1)OCO2	-4	-3	16	1.1
COCCN(CCOC)c1ncnc2c1cnn2-c1ccccc1	6	-7	4	1
COc1ccccc1N1CCN(CC(=O)Nc2cccc(F)c2)CC1	-5	4	7	0.96
COc1ccccc1NC(=O)C1=C(C)NC(SCC(=O)c2ccc(C)cc2)=C(C#N)C1c1ccco1 (centres undefined)	-2	3	11	1.3
CC(NC(=O)COc1cccc(Br)c1)C(=O)O (centres undefined)	-48	-1	10	1
Cc1ccc(CNC(=O)CCS(=O)(=O)c2cccc3nsnc23)cc1	-13	1	7	1
O=C(CC1Oc2ccccc2NC1=O)NCCCN1CCOCC1 (centres undefined)	0	0	3	1
CCN(C(=O)CSc1nc2cc(C(=O)OC)ccc2c(=O)n1Cc1ccco1)c1cccc(C)c1	?	?	26	1.1
O=C(NCC(c1cccnc1)N1CCN(c2ccccc2)CC1)c1ccco1 (centres undefined)	12	-2	13	0.94
O=C(O)CCCNS(=O)(=O)c1ccc(NCc2ccccc2)c(C(=O)O)c1	-11	0	11	1
Cc1cccc(-c2nc(CSCC(=O)NCCCN3CCOCC3)c(C)o2)c1	9	0	9	1.1
CCOC(=O)c1ccccc1NC(=O)CSc1nnc(Cc2cccn2C)n1-c1ccc(F)cc1	11	-1	17	1
CC1Cc2nc(SCC(=O)Nc3ccc(F)cc3)n(C)c(=O)c2S1 (centres undefined)	33	1	15	1.1
COc1ccccc1NS(=O)(=O)CC12CCC(CC1=O)C2(C)C (centres undefined)	7	5	8	0.99
CC1(C)CC(=O)CC(C2(O)C(=O)N(Cc3ccccc3)c3ccccc32)O1 (centres undefined)	-19	6	2	0.88
c1ccc(Cn2nnnc2CN2CCN(c3ncccn3)CC2)cc1	-20	2	7	1
COCc1[nH]nc2c1C(c1cc(OC)c(O)c(OC)c1)C(C#N)=C(N)O2 (centres undefined)	-9	4	3	1.1
CS(=O)(=O)N(CC(=O)Nc1cccc(F)c1)Cc1ccccc1	-22	4	11	0.93
Cc1cc(NC(=O)CSc2nc3c(c(-c4cccnc4)c2C#N)CCC3)no1	1	-4	14	1
CN(C)CCNC(=O)c1ccc(CS(=O)(=O)c2c(Cl)cccc2Cl)o1	23	-3	3	1.1
Cn1nc(CC(=O)Nc2ccc3c(c2)OCCO3)c2ccccc2c1=O	-11	-1	17	1
CCOC(=O)N1CCN(C(=O)C2CCCN(c3nc4ccc(OCC)cc4s3)C2)CC1 (centres undefined)	9	-15	4	0.96
COC(=O)c1cc2occc2n1CC(=O)Nc1ccc(C)cc1C	?	?	3	1.2
CCCc1cc(C(=O)Nc2ccc(C(C)=O)cc2)no1	8	2	11	0.98
CC(=O)NCCn1c(SCC(=O)NCCC2=CCCCC2)nc2ccccc2c1=O	?	?	1	1.1
O=C(c1c[nH]c(=O)n(-c2ccccc2)c1=O)N1CCc2ccccc21	-1	1	6	1.1
FC(F)Sc1ccc(Nc2ncnc3nc[nH]c23)cc1	?	?	0	1.1
CCCS(=O)(=O)N1CCCC(C(=O)NCCN(CC)c2ccccc2)C1 (centres undefined)	2	5	13	1.1
O=C(CN1CCOc2ccccc21)NC1CCN(Cc2ccccc2)CC1	12	-4	10	1
Cc1ccc(S(=O)(=O)C(C#N)c2nc3ccccc3nc2N2CCCCC2)cc1 (centres undefined)	?	?	5	1.4
CCCCS(=O)(=O)/C=C\C=C/S(=O)(=O)CCCC	-21	11	24	1.1
CCn1c(C)csc1=NC(=O)c1ccccc1	13	-8	4	1
O=C1C=C(NCc2ccco2)C2(CCCCC2)O1	-2	-4	21	0.99
CC(C)NC(=O)CN(Cc1ccccc1)S(=O)(=O)c1ccccc1	12	-18	2	0.99
Cc1cc(C(=O)CSc2nc3ccccc3[nH]2)c(C)n1C	-6	-2	3	1.1
O=C(CCc1nc2ccccc2[nH]1)N1CCc2ccccc2C1	-10	2	6	0.98
COc1ccc2c(c1)CCc1c(C(=O)NCc3ccco3)noc1-2	5	-10	3	0.96
COc1ccc(-n2c(Cc3cc(=O)[nH]c(=O)[nH]3)nnc2SCC(=O)Nc2ccccc2)cc1	-7	2	17	1
COc1ccc(NS(=O)(=O)Cc2ccccc2Cl)cn1	-16	3	3	1
O=C(CSc1nc2ccccc2c(=O)n1CCCC(=O)N1CCCC1)NCc1ccco1	-5	-3	8	1.1
COc1ccc(NC(=O)C23CCC(C)(C(=O)C2)C3(C)C)cc1 (centres undefined)	10	-6	4	0.96
CC(=O)N1CCc2cc(S(=O)(=O)NCCC(=O)NC3CCCc4ccccc43)ccc21 (centres undefined)	3	-2	15	1.1
CC1CC(C)CN(C(=O)Cn2c(=O)n(CCCCC(=O)NC3CCCC3)c(=O)c3ccccc32)C1 (centres undefined)	6	-5	8	1.2
CC1(C(=O)NC2CCCC2)CCC(=O)N1Cc1ccccc1 (centres undefined)	9	4	6	1.2
Cc1ccccc1CN1C(=O)CSc2ccc(C(=O)N3CCOCC3)cc21	-11	-11	16	1
O=c1c2cc(N3CCOCC3)ccc2[nH]c(=S)n1CCCN1CCCCCC1	2	2	0	0.98
COc1ccc(CCNC(=O)CCN2C(=O)C3CC=CCC3C2=O)cc1OC (centres undefined)	-26	9	12	0.98
CCCNc1nc2c(c(=O)n(C)c(=O)n2C)n1Cc1cccc(C)c1	-6	2	10	0.95
CCSc1nnc(Cn2c(=O)sc3ccccc32)n1-c1ccccc1C	?	?	27	0.83

Other results follow.
SMILES	VLA-4 antagonist	VLA-4 allo ag	LNCaP diff act	Autofluor Jurkat
COc1ccc(Cc2nnc(NC(=O)Cc3cccs3)s2)cc1	-14	6	23	1.1
CCC(=O)N1CCCc2cc(S(=O)(=O)NCc3cccs3)ccc21	0	-2	9	1
O=C(NCc1ccc(Cl)cc1)c1cc(-c2cccs2)on1	2	2	8	1.1
O=C(c1cc(-c2cccs2)on1)N1CCCc2ccccc21	16	-10	10	1.2
CC(=O)Nc1ccccc1OCc1nnc(-c2cccs2)o1	-12	2	5	1.1
O=C(COC(=O)C1CC1)c1c[nH]c2ccccc12	0	-1	6	1.1
Cc1cc(C)c2c(=O)n(CC(=O)N3CCC(Cc4ccccc4)CC3)sc2n1	-10	4	8	1.2
CCOC(=O)c1cccc(NS(=O)(=O)c2c(C)[nH]c(=O)[nH]c2=O)c1	-20	8	8	0.91
CCOC(=O)c1ccc(Nc2nnc(C(C)(C)C)c(=O)[nH]2)cc1	-9	1	15	1.1
CC(C)=CCCC(C)NC(=O)NC1CCCCC1 (centres undefined)	-4	0	8	0.96
COC(=O)c1ccc(NC(=O)C2CCCN2S(=O)(=O)c2ccc(C)cc2)cc1 (centres undefined)	4	-2	18	1.1
COCCNc1nc(C(C)(C)C)nc2c1nnn2Cc1ccccc1Cl	-8	-2	6	1.1
O=C1NC(Nc2ccccn2)(C(F)(F)F)C(=O)N1c1ccc(F)cc1 (centres undefined)	-10	-3	2	0.96
Cc1cc(S(=O)(=O)N2CCN(c3ccc(F)cc3)CC2)c(C)s1	10	1	16	1.1
CCCCN(C)CCCNC(=O)c1ccc2c(c1)NC(=O)C(N1CCOCC1)S2 (centres undefined)	?	?	8	1.2
O=C(c1cccc(C(=O)N2CCN(c3ncccn3)CC2)c1)N1CCN(c2ncccn2)CC1	0	-3	4	1
CNC(=O)N(C1=NCC(C)(C)S1)c1ccc(F)c(Cl)c1	-9	0	8	0.99
COc1cccc(Oc2ccc(N)cn2)c1	-25	6	12	1.1
O=C(Nc1ccccc1C(=O)N1CCOCC1)C1COc2ccccc2O1 (centres undefined)	-24	-2	8	1
CCn1c(=O)cc(SCC(=O)Nc2ccccc2N2CCN(C)CC2)c2ccccc21	7	-6	24	1.1

Single records, from the list above. Order of screens: VLA-4 antagonist	VLA-4 allo ag	LNCaP diff act	Autofluor Jurkat
Cc1cc(S(=O)(=O)N2CCN(c3ccc(F)cc3)CC2)c(C)s1 is listed as 10	1	16	1.1
O=C(Nc1ccccc1C(=O)N1CCOCC1)C1COc2ccccc2O1 (centres undefined) is listed as -24	-2	8	1

More compounds:
SMILES	VLA-4 antagonist	VLA-4 allo ag	LNCaP diff act	Autofluor Jurkat
O=C(CSc1nnc2c3cc(F)ccc3nc(-c3ccccc3)n12)N1CCOCC1	-27	0	5	1
CCOC(=O)N1CCC(NC(=O)CC(NS(=O)(=O)c2ccc(C)cc2)c2ccco2)CC1 (centres undefined)	-8	6	9	1
CCOC(=O)c1cccc(NC(=O)C2CCN(S(=O)(=O)c3cnc[nH]3)CC2)c1	4	0	11	1
CCOc1ccc(NC(=O)COC(=O)Cn2cnnn2)cc1OCC	7	-4	9	1
CCOc1ccc(S(=O)(=O)N2CCN(c3ccccc3)CC2)c2cccnc12	-18	17	7	0.87
C=CCNC(=O)c1ccc(Cl)cc1Cl	-8	-4	1	1
CCC(C)NC(=O)CSc1nc2ccccc2c(=O)n1CCCC(=O)NCC1CCCO1 (centres undefined)	-14	2	1	1.1

An excerpt, so the mix of outcomes need not match the whole.
